# Mtb BioA inh = M. tuberculosis BioA enzyme inhibitors, primary screen, biochemical, plate reader, single point, HTS; 7,8-diaminopelargonic acid synthase BioA (Mycobacterium tuberculosis); purified M. tuberculosis BioA enzyme; inhibition, % at 9.99 µM; 360,000 tested, 0.096% active; in the data active = inhibition above about 40%
# TcdB inh = TcdB glycohydrolase inhibitors, primary screen, biochemical, single point, plate reader; Toxin B (Clostridioides difficile), P18177; TcdB glycohydrolase enzymatic assay; inhibition, % at 9.99 µM; 350,000 tested, 0.24% active; in the data active = inhibition above about 10%
# An asterisk follows results filed as active. Some of the compounds tested, so the mix of outcomes need not match the whole.
smiles	Mtb BioA inh	TcdB inh
C[C@@H]1CN([C@H](C)CO)C(=O)c2cc(NS(=O)(=O)c3cn(C)cn3)ccc2O[C@@H](C)CCCCO[C@H]1CN(C)C(=O)Nc1ccccc1	-0.8	-0.4
C[C@@H]1CCCCO[C@@H](CN(C)C(=O)Nc2ccccc2)[C@H](C)CN([C@H](C)CO)C(=O)c2cc(NS(C)(=O)=O)ccc2O1	2.9	1.0
O=C(NCC[C@H]1CC[C@H](NC(=O)C2CCOCC2)[C@H](CO)O1)Nc1ccc(Cl)cc1	-2.2	-2.9
COc1ccc(NC(=O)N[C@H]2CC[C@H](CC(=O)NC3CCCCC3)O[C@H]2CO)cc1	0.5	-0.2
Cc1noc(C)c1NC(=O)N(C)C[C@@H]1OCCCC[C@@H](C)Oc2ccc(NC(=O)Nc3ccc(C(F)(F)F)cc3)cc2C(=O)N([C@@H](C)CO)C[C@H]1C	-0.6	0.5
COc1ccc(NC(=O)Nc2cccc3c2O[C@@H](CN(C)Cc2ccccc2)[C@@H](C)CN([C@@H](C)CO)C3=O)cc1	3.1	-1.3
O=C(C[C@H]1CC[C@@H](NC(=O)NC2CCCC2)[C@H](CO)O1)NCc1ccc(F)cc1	-2.4	-7.7
C[C@@H]1CN([C@H](C)CO)C(=O)Cc2cc(NC(=O)c3ccncc3)ccc2O[C@@H]1CN(C)S(=O)(=O)c1cccs1	0.1	6.9

smiles	Mtb BioA inh	TcdB inh
COc1ccc(NC(=O)N2CCCCN3[C@H](CO)[C@H](c4ccc(C5=CCCCC5)cc4)[C@@H]3C2)cc1	-3.5	0.9
C[C@H]1CCCCO[C@@H](CN(C)C(=O)Cc2ccccc2)[C@@H](C)CN([C@@H](C)CO)C(=O)c2cc(NS(C)(=O)=O)ccc2O1	-0.1	1.1
CO[C@H]1CN(C)C(=O)c2cc(NS(C)(=O)=O)ccc2OC[C@@H](C)N(C(=O)C2CCC2)C[C@@H]1C	-1.6	-1.5
O=C(C[C@H]1C[C@@H]2c3cc(NC(=O)Cc4ccncc4)ccc3O[C@@H]2[C@H](CO)O1)NCCN1CCCCC1	-0.8	-2.8
C[C@@H]1CN([C@H](C)CO)C(=O)c2c(c3ccccc3n2C)-c2ccccc2CO[C@H]1CN(C)S(=O)(=O)c1cccs1	-2.2	-9.4
Cc1noc(C)c1S(=O)(=O)Nc1ccc2c(c1)C(=O)N([C@H](C)CO)C[C@H](C)[C@H](CN(C)C(=O)Nc1cccc3ccccc13)O2	-0.6	-0.2
COc1ccccc1-c1cnc2c(c1)C(=O)N([C@@H](C)CO)C[C@H](C)[C@@H](CN(C)C(=O)c1cccnc1)O2	-0.8	0.0
CCNC(=O)C[C@@H]1CC[C@@H]2[C@@H](COc3ccc(NC(=O)c4cccc(OC)c4)cc3C(=O)N2C)O1	-2.0	0.6

smiles	Mtb BioA inh	TcdB inh
C[C@@H]1CN([C@H](C)CO)C(=O)c2c(c3ccccc3n2C)-c2ccccc2CO[C@H]1CN(C)S(C)(=O)=O	0.0	-0.3
C[C@@H]1CN([C@@H](C)CO)C(=O)Cc2cc(NC(=O)C3CC3)ccc2O[C@@H]1CN(C)C(=O)NC1CCCCC1	-5.5	-0.1
C[C@H]1CN([C@@H](C)CO)C(=O)c2cc(NC(=O)CCC(F)(F)F)ccc2O[C@H]1CN(C)S(=O)(=O)c1ccccc1	2.7	-0.1
COc1ccccc1NC(=O)N[C@@H]1C=C[C@H](CC(=O)N[C@H](C)c2ccccc2)O[C@H]1CO	-0.6	-3.0
O=C(Cc1ccccc1)N[C@H]1C=C[C@H](CC(=O)N2CCCCC2)O[C@@H]1CO	1.7	-4.0
CC(C)NC(=O)N[C@H]1CC[C@H](CCNC(=O)C2CCOCC2)O[C@H]1CO	1.2	0.7
C[C@H]1CN([C@@H](C)CO)S(=O)(=O)c2ccc(C#CCN(C)C)cc2O[C@@H]1CN(C)C(=O)CN(C)C	1.2	0.1
C[C@@H]1CN([C@@H](C)CO)S(=O)(=O)c2ccc(C3=CCCCC3)cc2O[C@@H]1CN(C)C(=O)c1ccncc1	0.5	0.3

smiles	Mtb BioA inh	TcdB inh
O=C(CCN1CCCCC1)NCC[C@H]1CC[C@H](NC(=O)C2CC2)[C@H](CO)O1	5.3	-0.1
COc1cccc(S(=O)(=O)N[C@H]2C=C[C@@H](CC(=O)NCc3ccc(Cl)cc3)O[C@H]2CO)c1	-1.7	-0.5
C[C@@H]1CN([C@H](C)CO)C(=O)Cc2cc(NS(=O)(=O)c3cccs3)ccc2O[C@H]1CN(C)CC1CC1	-1.5	-2.9
C[C@@H]1CCCCO[C@@H](CN(C)Cc2ccncc2)[C@H](C)CN([C@@H](C)CO)C(=O)c2cc(NS(=O)(=O)c3ccc(Cl)cc3)ccc2O1	-1.3	0.4
CC(C)NC(=O)N(C)C[C@@H]1Oc2ncc(C#Cc3ccc(F)cc3)cc2C(=O)N([C@H](C)CO)C[C@H]1C	-1.2	0.1
CN1C(=O)c2cc(NC(=O)c3cscn3)ccc2OC[C@H]2O[C@H](CC(=O)NCc3ccc(Cl)c(Cl)c3)CC[C@@H]21	-0.2	2.1
C[C@@H]1CN([C@@H](C)CO)S(=O)(=O)c2ccc(/C=C/c3ccccc3)cc2O[C@H]1CN(C)C(=O)c1ccc2c(c1)OCO2	-1.9	0.3
C[C@H]1CN([C@@H](C)CO)C(=O)c2cccc(NC(=O)c3cnccn3)c2O[C@@H]1CN(C)S(=O)(=O)c1cn(C)cn1	-4.4	0.9

smiles	Mtb BioA inh	TcdB inh
C[C@@H]1CN([C@H](C)CO)C(=O)Cc2cc(NS(=O)(=O)c3ccc(F)cc3)ccc2O[C@@H]1CN(C)Cc1ccc(Oc2ccccc2)cc1	-2.1	-0.8
CNC[C@H]1Oc2cc(C#Cc3cccc(OC)c3)ccc2S(=O)(=O)N([C@H](C)CO)C[C@@H]1C	1.4	-0.3
O=C(c1ccccc1)N1C[C@@H]2[C@H](c3ccccc31)[C@H](CO)N2S(=O)(=O)c1ccccc1	-2.8	-1.4
C[C@@H]1CCCCO[C@@H](CN(C)C(=O)Cc2ccccc2)[C@@H](C)CN([C@H](C)CO)C(=O)c2cc(NS(=O)(=O)c3cn(C)cn3)ccc2O1	-0.2	-0.1
CC(C)NC(=O)N(C)C[C@H]1OCCCC[C@@H](C)Oc2ccc(NC(=O)C3CCCCC3)cc2C(=O)N([C@H](C)CO)C[C@H]1C	-0.5	0.0
Cc1noc(C)c1NC(=O)N(C)C[C@H]1OCCCC[C@H](C)Oc2ccc(NC(=O)Nc3ccc4c(c3)OCO4)cc2C(=O)N([C@H](C)CO)C[C@@H]1C	0.8	-1.2
C[C@H](CO)N1C[C@H](C)[C@H](CN(C)C(=O)NC2CCCCC2)Oc2ncc(-c3cccc(F)c3)cc2C1=O	-0.1	0.9
CO[C@@H]1CN(C)C(=O)c2ccc(NC(=O)c3ccccc3)cc2OC[C@@H](C)N(C(=O)CN(C)C)C[C@H]1C	-0.7	-0.3

smiles	Mtb BioA inh	TcdB inh
C[C@H]1CN([C@@H](C)CO)C(=O)c2cccc(NC(=O)Nc3ccc(C(F)(F)F)cc3)c2O[C@@H]1CN(C)S(C)(=O)=O	2.1	0.4
O=C(C[C@@H]1C[C@@H]2c3cc(NC(=O)Cc4ccncc4)ccc3O[C@@H]2[C@H](CO)O1)NCc1cccnc1	0.3	1.2
COc1ccc(CN(C)C[C@@H]2Oc3c(NC(=O)Nc4ccccc4)cccc3C(=O)N([C@H](C)CO)C[C@H]2C)cc1	-0.8	0.4
C/C=C/c1cnc2c(c1)C(=O)N([C@H](C)CO)C[C@@H](C)[C@H](CN(C)Cc1cccc(C(=O)O)c1)O2	0.2	-0.7
C[C@@H]1CN([C@H](C)CO)S(=O)(=O)c2ccc(-c3ccccc3)cc2O[C@@H]1CN(C)C(=O)CN(C)C	3.5	0.7
C[C@H]1CN([C@@H](C)CO)C(=O)Cc2cc(NS(=O)(=O)c3cn(C)cn3)ccc2O[C@H]1CN(C)C(=O)Nc1ccc(F)cc1	-1.1	-0.7
C[C@H](CO)N1C[C@H](C)[C@H](CN(C)C(=O)Oc2ccccc2)OCc2ccccc2-c2ccccc2C1=O	-0.5	1.6
CN1CCN(C(=O)c2cc3c(c(-c4cccc(-c5ccc(C#N)cc5)c4)n2)[C@H](CCO)N([S@@](=O)C(C)(C)C)C3)CC1	-0.3	0.4

smiles	Mtb BioA inh	TcdB inh
O=C(C[C@@H]1C=C[C@@H](NC(=O)c2cccc(F)c2)[C@H](CO)O1)NCCN1CCCC1	0.0	0.2
Cc1ccc(S(=O)(=O)N(C)C[C@@H]2OCCCC[C@H](C)Oc3ccc(N(C)C)cc3C(=O)N([C@H](C)CO)C[C@H]2C)cc1	0.2	-2.6
COC(=O)[C@@H]1[C@@H](CO)[C@@H]2Cn3c(ccc(C4=CCCC4)c3=O)[C@@H]2N1Cc1ccccn1	-0.7	-1.1
C[C@H](CO)N1C[C@H](C)[C@@H](CN(C)CC2CCCCC2)Oc2c(NC(=O)C3CCOCC3)cccc2C1=O	0.8	-6.0
COc1ccc(NC(=O)Nc2ccc3c(c2)C(=O)N([C@H](C)CO)C[C@H](C)[C@H](CN(C)S(=O)(=O)c2cccs2)O3)cc1	0.7	1.1
CC(C)NC(=O)N(C)C[C@H]1OCCCC[C@H](C)Oc2ccc(NS(=O)(=O)c3ccc(F)cc3)cc2C(=O)N([C@H](C)CO)C[C@H]1C	3.1	-0.9
O=C(C[C@@H]1C[C@H]2c3cc(NC(=O)NC4CCCCC4)ccc3O[C@H]2[C@H](CO)O1)NCc1ccncc1	-3.0	0.6
CC(C)NC(=O)N(C)C[C@H]1Oc2ccc(NC(=O)C3CCCCC3)cc2CC(=O)N([C@H](C)CO)C[C@@H]1C	-0.5	0.5

# 7 successive entries already listed:
smiles	Mtb BioA inh	TcdB inh
C[C@H](CO)N1C[C@H](C)[C@H](CN(C)C(=O)Oc2ccccc2)OCc2ccccc2-c2ccccc2C1=O	-0.5	1.6
CN1CCN(C(=O)c2cc3c(c(-c4cccc(-c5ccc(C#N)cc5)c4)n2)[C@H](CCO)N([S@@](=O)C(C)(C)C)C3)CC1	-0.3	0.4
O=C(C[C@@H]1C=C[C@@H](NC(=O)c2cccc(F)c2)[C@H](CO)O1)NCCN1CCCC1	0.0	0.2
Cc1ccc(S(=O)(=O)N(C)C[C@@H]2OCCCC[C@H](C)Oc3ccc(N(C)C)cc3C(=O)N([C@H](C)CO)C[C@H]2C)cc1	0.2	-2.6
COC(=O)[C@@H]1[C@@H](CO)[C@@H]2Cn3c(ccc(C4=CCCC4)c3=O)[C@@H]2N1Cc1ccccn1	-0.7	-1.1
C[C@H](CO)N1C[C@H](C)[C@@H](CN(C)CC2CCCCC2)Oc2c(NC(=O)C3CCOCC3)cccc2C1=O	0.8	-6.0
COc1ccc(NC(=O)Nc2ccc3c(c2)C(=O)N([C@H](C)CO)C[C@H](C)[C@H](CN(C)S(=O)(=O)c2cccs2)O3)cc1	0.7	1.1

# (more compounds)
smiles	Mtb BioA inh	TcdB inh
COCC#Cc1ccc2c(c1)O[C@@H](CN(C)C(=O)Nc1ccc(OC)cc1)[C@@H](C)CN([C@@H](C)CO)S2(=O)=O	9.0	0.6
CCNC(=O)Nc1ccc2c(c1)C(=O)N(C)[C@H]1CC[C@H](CC(=O)NCCOC)O[C@H]1CO2	0.7	1.6
C[C@H](CO)N1C[C@H](C)[C@H](CN(C)CC2CCCCC2)Oc2ccc(NC(=O)Nc3ccccc3)cc2C1=O	0.3	0.1
O=C(O)C[C@@H]1C[C@H]2c3cc(NC(=O)Nc4ccc(C(F)(F)F)cc4)ccc3O[C@H]2[C@@H](CO)O1	-0.1	1.0
C[C@@H]1CN([C@@H](C)CO)C(=O)c2cc(NS(=O)(=O)c3cn(C)cn3)ccc2O[C@@H]1CN(C)Cc1ccc(C(F)(F)F)cc1	0.3	-0.2
Cc1ccc(S(=O)(=O)N[C@H]2C=C[C@@H](CC(=O)N3CCC(Cc4ccccc4)CC3)O[C@H]2CO)cc1	-1.4	-5.7
C[C@@H]1CCCCO[C@@H](CN(C)C)[C@H](C)CN([C@@H](C)CO)C(=O)c2cc(NC(=O)Nc3ccccc3)ccc2O1	-1.7	-1.5
CN1CCN(C(=O)C[C@H]2C[C@H]3c4cc(NC(=O)C5CCC5)ccc4O[C@H]3[C@H](CO)O2)CC1	0.3	-0.3

smiles	Mtb BioA inh	TcdB inh
Cc1noc(C)c1NC(=O)N(C)C[C@@H]1OCCCC[C@H](C)Oc2ccc(NC(=O)Nc3ccc(C(F)(F)F)cc3)cc2C(=O)N([C@H](C)CO)C[C@@H]1C	-0.1	-0.3
C[C@H]1CN([C@@H](C)CO)C(=O)Cc2cc(NC(=O)Nc3ccc(F)cc3)ccc2O[C@@H]1CN(C)Cc1ccc(Oc2ccccc2)cc1	-2.3	0.5
C[C@@H]1CN([C@H](C)CO)C(=O)c2cc(NC(=O)Nc3ccc(F)cc3)ccc2O[C@@H]1CN(C)S(C)(=O)=O	2.9	-0.4
O=C(C[C@H]1C[C@@H]2c3cc(NC(=O)C4CCC4)ccc3O[C@@H]2[C@@H](CO)O1)NCc1ccccc1F	1.7	-0.3
C[C@@H]1CN([C@H](C)CO)C(=O)c2cc(C3=CCCC3)cnc2O[C@H]1CN(C)C(=O)c1ccc2c(c1)OCO2	21	-0.3
COc1ccc(NC(=O)N(C)C[C@H]2Oc3c(NC(=O)c4nc5ccccc5s4)cccc3C(=O)N([C@H](C)CO)C[C@H]2C)cc1	0.8	1.6
C[C@@H](NC(=O)[C@@H]1[C@@H](CO)[C@@H]2Cn3c(cccc3=O)[C@H]1N2C(=O)C1CCCC1)c1ccccc1	-0.6	0.3
O=C(C1CCOCC1)N1C[C@H]2[C@@H](c3ccccc31)[C@H](CO)N2Cc1ccccc1Cl	11	-0.4
